Compound activity: PubChem, several laboratories
RTF Ca sens inh: cardiac RTF calcium desensitization. P19429+P45379. IANBD-labeled cardiac RTF, Ca2+ fluorescence. inhibition, % at 7.15 µM. 0.12% of 340,000 active. AID 493244;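 active = inhibition above the mean inhibition of all tested compounds plus 3 SD, cut at about 17% in these data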;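 note: assay run at fixed EC70 calcium of 1.6 mM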
HTR5A ag: activates human HTR5A in OPRM1-OPRD1 agonist counter-screen | P47898 | HTR5A agonist assay, luminescence, cell-based | activation, % at 9.3 µM | 0.61% of 340,000 active; in the data active = activation mostly above about 9.5%, no sharp cut-off; inactive = mostly below about 7.6%;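 note: 0% = cells with vehicle only and 100% = reference agonist; strong numbers were not always called active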
Target sequence (P47898 whole entry, looked up): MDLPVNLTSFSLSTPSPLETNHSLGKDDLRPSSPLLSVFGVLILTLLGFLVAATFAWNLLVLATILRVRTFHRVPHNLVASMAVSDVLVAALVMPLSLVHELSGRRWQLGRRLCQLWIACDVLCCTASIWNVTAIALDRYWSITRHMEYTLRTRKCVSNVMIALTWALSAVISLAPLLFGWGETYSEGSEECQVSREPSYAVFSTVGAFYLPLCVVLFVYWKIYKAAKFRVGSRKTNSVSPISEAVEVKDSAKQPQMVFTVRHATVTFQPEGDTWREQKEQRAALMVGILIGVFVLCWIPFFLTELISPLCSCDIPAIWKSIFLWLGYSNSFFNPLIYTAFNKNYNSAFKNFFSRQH
RTF Ca sens act: cardiac RTF calcium sensitization. P19429+P45379. 0.24% of 340,000 active. activation, % at 7.2 µM. IANBD-labeled TnC RTF fluorescence at EC20 calcium; 0% EC20 calcium, 100% full calcium;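 active = activation above the mean over all tested compounds plus 3 SD, cut at about 30% in these data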;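 note: rise in fluorescence read as greater calcium sensitivity of cardiac thin filaments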
C-LANA FP: blocks KSHV LANA C-terminal domain binding to DNA. inhibition, % at 9 µM. MBP-C-LANA/FAM-LBS DNA binding, fluorescence polarization. 0.078% of 340,000 active;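 active = highest replicate inhibition at or above 60% at 9 µM, even if other replicates fall short; inactive = all replicates below 60% inhibition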;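 note: 0% = neutral control wells and 100% = 4 µM acridine orange control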
Keap1 Nrf2 FP: inhibitors of human Keap1-Nrf2 protein-protein interaction; Q14145; Keap1 Kelch-Nrf2 peptide fluorescence polarization, 1536-well; inhibition, % at 9.4 µM; 0.15% of 340,000 active; AID 504523; in the data active = inhibition above about 12%;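 note: human Keap1 Kelch domain with fluorescein labeled Nrf2 9mer peptide probe; 0% = neutral control wells and 100% = peptide positive control; higher means more block of Keap1 binding to Nrf2 peptide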
Target sequence (Q14145 whole entry, looked up, the tested form may be a part): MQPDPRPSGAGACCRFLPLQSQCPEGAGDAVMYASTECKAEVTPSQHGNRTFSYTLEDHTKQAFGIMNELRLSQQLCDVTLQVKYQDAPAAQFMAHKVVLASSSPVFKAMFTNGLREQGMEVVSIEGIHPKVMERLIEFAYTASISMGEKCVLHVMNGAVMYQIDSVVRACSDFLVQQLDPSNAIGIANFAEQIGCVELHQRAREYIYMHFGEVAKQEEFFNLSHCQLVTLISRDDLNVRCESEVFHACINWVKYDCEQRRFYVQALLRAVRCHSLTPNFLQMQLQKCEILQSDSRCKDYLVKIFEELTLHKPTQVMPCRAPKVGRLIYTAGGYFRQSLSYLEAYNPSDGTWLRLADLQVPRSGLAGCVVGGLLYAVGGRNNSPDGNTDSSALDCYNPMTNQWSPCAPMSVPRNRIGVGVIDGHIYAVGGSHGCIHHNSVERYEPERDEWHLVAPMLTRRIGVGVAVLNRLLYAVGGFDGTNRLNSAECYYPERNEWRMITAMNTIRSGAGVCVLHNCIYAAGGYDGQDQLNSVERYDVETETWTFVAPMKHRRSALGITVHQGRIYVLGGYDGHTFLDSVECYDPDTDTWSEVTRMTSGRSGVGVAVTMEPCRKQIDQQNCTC
CAL PDZ FP: CAL PDZ (human) peptide binding inhibition | purified CAL PDZ, TMR-peptide fluorescence polarization, 1 h | inhibition, % at 24.9 µM | 0.92% of 300,000 active | Q9HD26;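 active = mean inhibition of at least 30% with at least half of replicates also reaching 30%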;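 note: 0% = DMSO neutral control and 100% = excess unlabeled competitor peptide PRC23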
MOR-DOR ag: agonists of human mu-delta opioid receptor heterodimerization. P35372+P41143. cells, OPRM1-OPRD1 heterodimerization, luminescence. AID 504326. activation, % at 9.3 µM. 0.3% of 340,000 active; in the data active = activation above about 18%;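 note: 0% = vehicle-treated cells and 100% = reference agonist; values of inactives mirror those of a sister screen read the other way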
HTR5A inv ag: HTR5A inverse agonism, opioid heterodimer counter-screen; HTR5A cell line, luminescence; 0.083% of 340,000 active; AID 504634; inhibition, % at 9.3 µM; P47898; in the data active = inhibition mostly above about 23%, no sharp cut-off; inactive = mostly below about 18%;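 note: 0% = cells with DMSO and 100% = no-cell wells with DMSO; some compounds called inactive have numbers as strong as hits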
V-ATPase pH: regulators of yeast V-ATPase proton transport. S. cerevisiae, pHLuorin cytosolic pH fluorescence. response, % at 10 µM. 0.37% of 350,000 active; in the data active = response mostly above about 7.3%, no sharp cut-off; inactive = mostly below about 5.4%; note: actives read high; inactives centre near 0; some compounds called inactive have numbers as strong as hits; reference of the scale not given here
MOR-DOR inv ag: mu-delta opioid heterodimer inverse agonism. cell-based MOR-DOR heterodimer luminescence. inhibition, % at 9.3 µM. 0.21% of 340,000 active; in the data active = inhibition above about 22%, passing the limit was not always enough;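 note: 0% = cells with DMSO and 100% = wells without cells with DMSO; values of inactives mirror those of a sister screen read the other way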
Numbers without * were called inactive; / = not tested or not shown.

No.	Compound	RTF Ca sens inh	HTR5A ag	RTF Ca sens act	C-LANA FP	Keap1 Nrf2 FP	CAL PDZ FP	MOR-DOR ag	HTR5A inv ag	V-ATPase pH	MOR-DOR inv ag
1	COCCn1c(COc2ccc(C)cc2)nc2ccccc21	-1	8	6	1.5	-5	-2	-2.3	-23	-1	13
2	CC1(C)CC(=O)C(C2C3=C(CC(C)(C)CC3=O)Oc3ccc4ccccc4c32)C(=O)C1 (stereo unspecified)	-3	2	5	-1.3	0	6	-2.0	-4	0	10
3	COc1cc(-c2cc(OC)c(O)c(OC)c2)cc(OC)c1O	4	0	-6	-1.6	1	-3	1.4	1	-1	-7
4	COc1ccc(S(=O)(=O)Nc2ccccc2C(=O)N2CCOCC2)cc1F	-13	-2	-1	0.3	-2	-4	-0.2	8	1	2
5	O=C(CN1C(=O)C2CCCCC2C1=O)Nc1ccccc1C(=O)O (stereo unspecified)	5	-3	4	-1.3	-2	-9	-1.9	8	2	10
6	CC1(C)CC(NC(=O)c2ccccc2Cl)CC(C)(C)N1	-6	-9	-1	-0.5	-5	-4	-1.4	0	-3	8
7	Cn1cccc1/C=C1\CCc2ccccc2C1=O	-12	2	-2	-0.4	0	1	-2.1	-19	0	11
8	COc1ccc(N2CCN(C(=O)CN(c3ccc(Br)cc3)S(C)(=O)=O)CC2)cc1	-2	2	9	0.2	-5	2	0.2	-4	3	-1
9	COc1ccc(C2c3c(-c4ccccc4O)n[nH]c3C(=O)N2CCc2ccc(OC)c(OC)c2)cc1 (stereo unspecified)	-16	0	6	1.0	-5	-6	1.3	-23	3	-7
10	O=C(/C=C/NCc1cccnc1)C(F)(F)C(F)(F)F	-27	-1	2	-2.8	-3	-2	1.7	2	-1	-8
11	Cc1ccc(-c2c3c(=O)n(C)c(=O)n(C)c3cn2Cc2cccnc2)cc1	3	2	-1	0.1	2	-3	-0.2	12	1	1
12	COc1cccc(C(=O)NCC(=O)OCC(=O)c2ccccc2)c1	1	-1	0	-1.5	3	0	-0.7	-6	2	4
13	O=S(=O)(c1cnc[nH]1)N1CCCCCC1	8	-4	1	0.6	-2	-3	-1.2	-5	-1	7
14	COc1ccc(-c2oc3ncnc(NCCCN(C)C)c3c2-c2ccc(OC)cc2)cc1	-5	3	0	-3.2	-3	-6	-0.8	-12	5	4
15	Cc1cccc(NC(=S)NC(NC(=O)OCc2ccccc2)C(Cl)(Cl)Cl)c1 (stereo unspecified)	1	-9	9	0.9	0	-1	6.3	21	-5	-38
16	CCCn1c(NC(=O)C2CCN(C(=O)c3ccc(F)cc3)CC2)nc2ccccc21	4	5	-5	3.3	-1	2	-1.3	-18	-3	9
17	CC(=O)Nc1ccc(NC(=O)CNC(=O)c2cccc(C)c2)cc1	-9	4	-2	-0.3	0	-1	-2.9	-18	2	18
18	CCOC(=O)C1CCCN(C(=O)C2CCN(S(=O)(=O)CC)CC2)C1 (stereo unspecified)	7	10	4	-0.9	2	2	-1.2	17	-1	7
19	Cc1cc(C)c(S(=O)(=O)N2CCCOC2CNC(=O)C(=O)NCCC2=CCCCC2)c(C)c1 (stereo unspecified)	-6	1	3	1.2	-3	-3	-1.3	-10	-4	7
20	CC(Oc1ccc(Cl)cc1)C(=O)Nc1ccccc1C(=O)N1CCOCC1 (stereo unspecified)	-6	2	2	-1.1	-1	-2	-2.5	2	6	14
21	Cc1cc(C)c(NC(=O)C2=CCN(S(=O)(=O)c3ccc(F)cc3)CC2)c(C)c1	-6	1	-2	-0.9	-2	/	-2.1	-2	-2	11
22	Cc1cc(-c2ccccc2)c2c(=O)[nH][nH]c2n1	-5	-2	2	1.0	-1	/	-3.1	-21	4	17
23	Cc1ccsc1/C=C(\CC(=O)O)c1nc2ccccc2o1	-6	-2	-2	-0.3	1	-23	-2.4	4	1	16
24	CCCCC1(c2ccc(F)cc2)NC(=O)N(CC(=O)Nc2ccc(N3CCOCC3)cc2)C1=O (stereo unspecified)	-7	0	2	1.4	-2	-10	-0.5	6	-3	2
25	Cc1onc(-c2ccccc2)c1-c1ccnn1S(=O)(=O)c1ccc(Cl)cc1	9	6	-6	-0.8	-3	-3	-2.0	18	-6	11
26	CCCCCC(=O)NC(=S)NNC(=O)c1ccc([N+](=O)[O-])cc1	-3	-3	-1	1.7	-7	1	0.8	2	-4	-4
27	COc1ccccc1Nc1nc(N)nc(CCl)n1	-5	3	6	1.0	-2	-4	-0.1	-12	2	1
28	CC[C@@]1(C(=O)OC)N[C@H](CN(C)C(=O)C2CCCCC2)[C@@H]2C(=O)N(Cc3ccccc3)C(=O)[C@@H]21	2	-3	-6	-1.7	4	0	0.6	12	2	-3
29	O=C1c2ccc(Oc3ccc([N+](=O)[O-])cc3)cc2C(=O)N1c1ccncc1	-4	-2	-7	-0.6	2	-2	0.3	5	-6	-2
30	COc1ccc(CSc2nncn2N)cc1Br	-1	-3	1	-3.7	3	-1	-1.3	7	2	5
31	O=C(C(F)C(F)(F)F)N1CCN(c2ccccc2)CC1 (stereo unspecified)	2	4	-5	1.8	-2	-3	-2.0	-11	2	12
32	COc1cccc(NC(=O)CCNS(=O)(=O)c2ccc3c(c2)CC(C)N3C(=O)C2CC2)c1 (stereo unspecified)	-3	1	2	-1.2	3	/	-1.0	14	-2	5
33	Cc1ccc(NC(=O)COC(=O)Cn2cnc3c2c(=O)n(C)c(=O)n3C)cc1Cl	-5	5	-1	/	-1	-5	-1.7	-13	-4	8
34	CC1=NN(C(=S)Nc2ccccc2)C(C)(C)C1	2	-14	-4	0.2	-3	-2	-3.9	-21	-1	19
35	Cc1oc2c(CN3CCCCC3)c(O)ccc2c(=O)c1-c1ccc(Cl)cc1	-13	2	-5	-1.0	-1	-1	-1.4	-6	2	7
36	COc1ccc(-c2nc(CN(Cc3cnn(C)c3)C(C)C)c(C)o2)c(OC)c1	-7	2	4	0.5	1	1	-0.3	2	1	2
37	O=C(COc1ccccc1Cl)NC(=S)N1CCc2ccccc21	2	-7	11	-3.2	-6	-7	2.5	17	3	-15
38	O=C(O)C1CCN(S(=O)(=O)c2ccc3c(c2)OCCCO3)CC1	-9	-3	1	-1.0	-2	-11	-2.5	7	1	12
39	CC(=O)C1=C(C)NC(SCC(=O)c2ccc(F)cc2)=C(C#N)C1CC(C)C (stereo unspecified)	19*	-1	4	1.5	-1	1	-1.5	2	-5	8
40	CCC(CC)C(=O)Nc1c(C(=O)N2CCN(c3ccccc3)CC2)oc2ccccc12	0	3	-4	0.4	1	-3	2.2	-12	3	-11
41	Nc1nc(C2CCCN2S(=O)(=O)c2ccc(Cl)cc2)cs1 (stereo unspecified)	-4	0	-4	0.0	-4	46*	0.5	2	-3	-3
42	CCCN(CCC)CCCNC(=O)CC(C(=O)N1CCc2ccccc21)n1ccnc1 (stereo unspecified)	-9	2	0	0.1	-4	/	-0.3	0	1	2
43	C=CCn1c(SCC(=O)Nc2nncs2)nnc1-c1ccco1	-19	8	-10	1.1	0	-3	-1.6	-23	5	10
44	COc1cc(-c2cc(=O)c3c(O)c(OC)c(OC)c(OC)c3o2)cc(OC)c1OC	-7	-1	0	0.8	-4	-6	0.1	-26	-4	-1
45	N#Cc1ccccc1CN1C(=O)S/C(=C/c2cccn2-c2ccc(C(=O)O)cc2)C1=O	3	0	3	23	1	-7	-1.3	1	1	6
46	CCc1nnc(NC(=O)CN2C(=O)NC3(CC(C)CC(C)(C)C3)C2=O)s1 (stereo unspecified)	0	0	1	-2.4	-4	-5	-2.0	16	-3	11
47	CC1(C)Cc2c(sc3nc4n(c(=N)c23)CCCCC4)CO1	1	1	2	-2.3	7	/	0.2	-3	-4	-1
48	CC(C)[C@H](NC(=O)[C@@H]1CSC2c3ccccc3C(=O)N21)C(=O)NC1CCCC1 (stereo partly specified)	-5	1	2	0.4	-1	-6	-0.8	-4	1	4
49	CCCC12CN3CCN(CC(C3)/C1=N\NC(=O)c1ccc(F)cc1)C2	2	-2	4	-1.1	0	-2	-0.9	4	2	5
50	Cn1c(SCC(=O)Nc2ccccc2O)nnc1-c1ccco1	1	5	4	-0.5	-1	-3	0.2	11	0	-1
51	Cc1ccc(S(=O)(=O)NN)c(C)c1N1CCCC1=O	-6	11	6	2.5	1	-4	-2.0	-31	-1	10
52	Oc1ccc(Br)cc1CNc1cnc2ccccc2c1	2	-4	-5	0.2	-4	-2	4.5	14	-3	-23
53	O=C(N/N=C/c1cccc([N+](=O)[O-])c1)c1c[nH]c2ccccc12	-3	2	-3	-1.8	3	/	0.1	21	-1	-1
54	CC(=O)Nc1ccc(S(=O)(=O)Nc2ccc3c(c2)OCCO3)cc1	2	-1	-1	-0.5	0	-1	-1.9	2	1	10
55	O=C(Cn1c(COc2ccccc2)nc2ccccc21)Nc1cc(Cl)cc(Cl)c1	-16	/	7	0.7	0	1	/	/	1	/
56	Cc1cccc(N2N=C(C(=O)Nc3nc(C)cs3)CCC2=O)c1	-2	0	-2	2.7	0	0	-2.7	0	1	13
57	O=[N+]([O-])c1cc([N+](=O)[O-])c(Oc2c(Cl)cccc2Cl)cc1NN1CCCCC1	-6	2	0	0.6	-8	-4	-1.5	6	-3	9
58	COc1ccc(NC(=O)CSc2n[nH]c(CNc3cccc(C)c3)n2)cc1	0	4	1	-5.0	2	-1	-3.2	-12	6	17
59	Cc1ccccc1NC(=O)CSc1nc2ccccc2o1	-5	0	5	-2.7	-6	1	-2.8	-7	-1	16
60	COc1cccc(NC(=O)c2cccc(Cl)c2)c1	0	6	-7	4.2	-3	-4	3.4	5	-5	-19

Structures listed so far that contain a cyano group (2):
No.	Compound	RTF Ca sens inh	HTR5A ag	RTF Ca sens act	C-LANA FP	Keap1 Nrf2 FP	CAL PDZ FP	MOR-DOR ag	HTR5A inv ag	V-ATPase pH	MOR-DOR inv ag
39	CC(=O)C1=C(C)NC(SCC(=O)c2ccc(F)cc2)=C(C#N)C1CC(C)C (stereo unspecified)	19*	-1	4	1.5	-1	1	-1.5	2	-5	8
45	N#Cc1ccccc1CN1C(=O)S/C(=C/c2cccn2-c2ccc(C(=O)O)cc2)C1=O	3	0	3	23	1	-7	-1.3	1	1	6

Going on with the list.
No.	Compound	RTF Ca sens inh	HTR5A ag	RTF Ca sens act	C-LANA FP	Keap1 Nrf2 FP	CAL PDZ FP	MOR-DOR ag	HTR5A inv ag	V-ATPase pH	MOR-DOR inv ag
61	O=[N+]([O-])c1ccc(S(=O)(=O)CC(CN2CCCCC2)N2CCCCC2)cc1 (stereo unspecified)	-16	2	0	-2.2	-4	/	-0.1	-19	-1	0
62	CC(C)c1ccc(NC(=O)C2C3C=CC4(O3)C2C(=O)N(CCCN2CCOCC2)C4C(=O)NC2CCCCC2)cc1 (stereo unspecified)	-7	6	-1	0.6	1	-2	3.2	-18	0	-26
63	CC1(C)Oc2ccc3ccc(=O)oc3c2/C(=C/NNC(N)=S)C1=O	-20	2	-2	-1.1	-8	-6	0.4	-6	0	-2
64	CC(C)(C)Nc1ncnc2c1cnn2-c1ccccc1	0	1	-6	-1.5	0	/	2.9	-2	-2	-16
65	NC(=O)c1cc(S(=O)(=O)Nc2cccc(F)c2)co1	-9	2	-2	1.5	2	8	-1.1	-7	-1	5
66	CCO[C@@H]1OC(C(=O)N2CCOCC2)=C[C@H](C)[C@H]1CCCO	-1	1	4	-1.7	-7	-1	0.1	-14	8	0
